phage Ecoli inh: E. coli growth loss with phage present; growth absorbance; inhibition, % at 11.9 µM; 0.26% of 360,000 active; AID 651602; in the data active means inhibition above about 11%
AddAB inh: less growth of phage-infected E. coli with AddAB; E. coli expressing H. pylori AddAB, absorbance growth; inhibition, % at 11.9 µM; 0.29% of 330,000 active; AID 435030; in the data active means inhibition above about 12%;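 further: 0% = vehicle wells of infected cells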
CAL PDZ inh: human CAL PDZ-peptide interaction inhibition. purified CAL PDZ, TMR-peptide fluorescence polarization, 1 h. inhibition, % at 20 µM. 0.02% of 330,000 active. AID 504414;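 active means highest replicate inhibition of at least 40%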;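 further: plate controls were DMSO neutral control wells for no effect and unlabeled competitor peptide control wells for full effect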
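material = purified tagged CAL PDZ domain construct (CerCALP) | compound dosing = 20 µM, one dose | times = 1 h at RT | measured by = fluorescence polarization from S- and P-plane intensities, G-factor corrected | read-out = inhibition from polarization loss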
Ecoli viability: counter-screen for AddAB inhibitors: E. coli growth inhibition; 0.27% of 330,000 active; E. coli V3065 growth, OD600 absorbance, 18 h; inhibition, % at 11.9 µM;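 active means inhibition above the campaign's mean inhibition across all tested compounds plus 3 SD, cut at about 9.9% in these data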;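 further: uninfected addAB+ strain grown without phage in ampicillin broth; 0% = DMSO wells and 100% = ciprofloxacin 0.95 µg/ml wells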
PvdQ inh: blocks Pseudomonas aeruginosa PvdQ acylase activity | purified PvdQ acylase, fluorescence plate reader | inhibition, % at 10 µM | 0.063% of 340,000 active | AID 488965; in the data active means inhibition above about 30%, passing the limit was not always enough; inconclusive means no clear call, values can overlap the other calls;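 further: 0% = vehicle neutral wells and 100% = reference inhibitor wells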
PfHsp90 set2: reduces growth (ATP signal) of yeast expressing P. falciparum Hsp90; S. cerevisiae expressing PfHsp90, BacTiter-Glo ATP, 48 h; yeast lacking PDR1 and PDR3 efflux regulators; inhibition, % at 9.4 µM; 0.32% of 310,000 active; AID 504621;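 active means every replicate shows inhibition above about 80%, whatever the replicate mean, limit read from the data; inconclusive means mean inhibition reaches the set limit but some replicate falls short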;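 further: 0% = DMSO neutral controls and 100% = 20 µM radicicol positive controls; yeast relying on Plasmodium falciparum Hsp90 in place of its own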
Rtt109 Vps75: inhibitors of Candida albicans Rtt109/Vps75 histone acetyltransferase | inhibition, % at 34.9 µM | 0.16% of 330,000 active | purified Rtt109/Vps75, ThioGlo CoA-SH fluorescence, 4 h | Q5AAJ8 | AID 540336;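 active means inhibition of at least 50% in every replicate; inconclusive means best replicate reaches 50% inhibition but some replicates fall short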
Target sequence (Q5AAJ8 whole entry, looked up): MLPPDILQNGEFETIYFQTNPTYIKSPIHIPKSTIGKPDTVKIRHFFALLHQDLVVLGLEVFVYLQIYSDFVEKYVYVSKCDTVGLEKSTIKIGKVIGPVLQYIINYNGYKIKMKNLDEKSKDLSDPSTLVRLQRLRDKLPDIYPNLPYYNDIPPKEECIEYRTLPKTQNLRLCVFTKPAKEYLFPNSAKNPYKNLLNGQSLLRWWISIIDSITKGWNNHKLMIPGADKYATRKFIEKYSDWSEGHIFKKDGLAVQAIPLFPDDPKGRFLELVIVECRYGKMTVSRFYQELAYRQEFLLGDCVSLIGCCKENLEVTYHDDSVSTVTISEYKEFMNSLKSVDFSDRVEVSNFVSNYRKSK
DAGLB inh: blocks human DAGLB lipase activity | Q8NCG7 | HEK293T DAGLB membrane lysate, EnzChek fluorogenic substrate | inhibition, % at 5.17 µM | 0.059% of 340,000 active | AID 504411; in the data active means inhibition above about 34%;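 further: 0% = enzyme with vehicle and 100% = wells lacking enzyme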
Target sequence (Q8NCG7 whole entry, looked up): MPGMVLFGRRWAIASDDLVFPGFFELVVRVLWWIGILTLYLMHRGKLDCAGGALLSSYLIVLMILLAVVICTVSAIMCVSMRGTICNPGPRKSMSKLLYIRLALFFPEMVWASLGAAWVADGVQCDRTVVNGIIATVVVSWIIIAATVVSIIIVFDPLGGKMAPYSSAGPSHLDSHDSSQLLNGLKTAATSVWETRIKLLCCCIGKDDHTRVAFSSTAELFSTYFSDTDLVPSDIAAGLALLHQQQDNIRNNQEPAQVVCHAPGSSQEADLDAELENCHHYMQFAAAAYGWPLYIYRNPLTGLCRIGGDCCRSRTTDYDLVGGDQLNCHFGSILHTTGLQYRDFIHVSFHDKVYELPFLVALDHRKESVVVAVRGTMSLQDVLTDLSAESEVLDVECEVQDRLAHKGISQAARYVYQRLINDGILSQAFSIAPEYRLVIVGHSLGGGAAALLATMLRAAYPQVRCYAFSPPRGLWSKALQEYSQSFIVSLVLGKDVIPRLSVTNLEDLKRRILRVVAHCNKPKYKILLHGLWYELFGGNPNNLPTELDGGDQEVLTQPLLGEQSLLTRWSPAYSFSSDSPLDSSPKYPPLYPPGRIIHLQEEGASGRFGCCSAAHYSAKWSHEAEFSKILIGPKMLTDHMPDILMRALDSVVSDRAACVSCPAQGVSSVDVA
Tat export inh: E. coli Tat transport inhibition; inhibition, % at 10 µM; 0.036% of 340,000 active; E. coli MC4100 TorA-mCherry Tat export, fluorescence; AID 488895;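 active means mean replicate inhibition at least 50% and at least half of replicates individually reaching 50%; inconclusive means only one of the two criteria met; inactive means neither criterion met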;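 further: exported cargo escapes ClpAP degradation while cytoplasmic cargo is degraded and loses fluorescence; 0% = median of neutral control wells and 100% = median of NaSCN control wells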
Wnt bcat act: activators of Wnt/beta-catenin signaling; 1.2% of 300,000 active; activation, % at 9.35 µM; Wnt/beta-catenin reporter cell assay, activator, plate reader; in the data active means activation above about 30%, passing the limit was not always enough; inconclusive means no clear call, values can overlap the other calls;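 further: 0% = neutral control wells and 100% = positive control wells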
Active calls of the source: *; ? = inconclusive; nt = not tested or not shown.

SMILES	phage Ecoli inh	AddAB inh	CAL PDZ inh	Ecoli viability	PvdQ inh	PfHsp90 set2	Rtt109 Vps75	DAGLB inh	Tat export inh	Wnt bcat act
Cc1ccc(NC(=S)N/N=C/c2ccc(OCCC(C)C)cc2)c(C)c1	3.6	2.8	0.5	-1.9	8	16	-4	-9	-10	3
COc1ccc(NC(=O)NCCN2C(=O)C3C4C=CC(C4)C3C2=O)cc1 (stereo not given)	-1.4	4.3	0.7	0.3	-19	18	-14	3	-1	24
O=C(OC1CCc2ccccc2C1=O)c1ccccc1O (stereo not given)	5.2	1.6	-0.5	-3.5	-10	-29	-3	-8	-1	3
Cc1noc(C)c1COc1ccc(C(=O)OCC(=O)NC2CCCCC2C)cc1 (stereo not given)	-0.9	4.7	-0.2	1.6	-7	-1	-35	-5	-5	nt
COc1ccc(N=c2oc3cc(O)ccc3cc2C(=O)NCC2CCCO2)cc1 (stereo not given)	1.9	2.9	-0.5	-0.5	-17	nt	-2	1	-2	nt
Cc1nnc(NC(=O)c2ccc(S(=O)(=O)N(C)Cc3ccccc3)cc2)o1	nt	3.6	-1.2	-2.7	6	4	-7	0	11	nt
Cc1onc(-c2ccccc2)c1-c1ccnc(N)n1	1.8	-0.6	-0.7	0.4	-23	20	-13	-1	-9	-2
CC(=O)Nc1cccc(C(=O)OC(C(=O)c2ccc(C)cc2)c2ccccc2)c1 (stereo not given)	-0.6	3.7	-1.0	0.4	-8	2	-2	-1	5	nt
CCCCNC(=O)COC(=O)c1c2c(nc3ccccc13)/C(=C/c1cccs1)CC2	2.1	3.2	-2.3	-0.5	-9	-6	2	-7	1	23
COc1ccccc1C(=O)C(=O)c1ccccc1OC	-0.1	nt	-0.8	nt	-8	nt	-8	1	4	-2
Cn1ncc(Cl)c1C(=O)Nc1ccc2c(c1)OCO2	3.2	3.6	-1.9	1.5	-6	10	-4	3	-9	1
O=C(COc1ccccc1[N+](=O)[O-])N1CCN(C(=O)c2ccco2)CC1	1.7	1.5	-1.6	-1.4	-9	-20	-6	-3	-1	3
CN(CC(=O)Nc1ccc(Cl)cc1)C(=O)Cn1[nH]c(=O)c2ccccc2c1=O	0.2	-1.4	0.2	-0.5	7	11	-2	0	1	-3
Cn1c(SCc2cc(=O)[nH]c3ccccc23)nnc1-c1ccc(Br)cc1	-0.4	0.7	-0.3	-0.3	-13	-19	-15	-2	-3	-2
CCOc1ccc(C(c2c(C)[nH][nH]c2=O)c2c(C)[nH][nH]c2=O)cc1OC	1.7	1.0	0.4	-0.8	-7	2	-7	-1	-6	-5
c1csc(-c2nn3c(C4CCCCC4)nnc3s2)c1	0.6	nt	-1.5	nt	1	-19	-9	3	2	7
Oc1cccc2c(NC(=S)Nc3ccc(OC(F)F)cc3)cccc12	5.8	1.7	-1.3	-0.3	-12	-4	nt	0	0	-5
C/C(=C\C(=O)c1ccc(Br)cc1)N1CCCCC1	2.4	-0.2	-0.3	-1.4	1	-3	5	-1	-4	1
CCn1cc([N+](=O)[O-])c(C(=O)N2N=C(c3ccc(Cl)c(Cl)c3)CC2c2ccccc2O)n1 (stereo not given)	5.4	1.5	-2.9	1.1	-17	-42	39	0	28	nt
CCCCCCCC1(C)NC(=O)N(c2ccccc2)N1 (stereo not given)	3.8	3.7	-1.1	1.1	-6	1	21	-1	14	nt
COc1ccc(OC)c(-c2csc(N(C)C(=O)c3ccco3)n2)c1	-0.2	-0.1	-0.3	-0.4	6	-9	19	-18	5	-2
N/C(=N\OC(=O)CCCOc1ccc(Cl)cc1Cl)c1ccccn1	0.2	-1.6	-1.3	-0.1	-3	-13	4	-5	1	-1
COCCN(C(=O)CSCc1ccccc1)c1c(N)n(Cc2ccccc2)c(=O)[nH]c1=O	1.2	-0.5	-0.6	-1.5	-5	-12	-4	1	-6	0
COc1ccccc1C1=NOC(COC(=O)c2ccc(Br)cc2)C1 (stereo not given)	3.8	2.0	-2.7	1.1	1	nt	6	-20	7	-12
CCOC(=O)c1ccc(NC(=O)CNS(=O)(=O)c2ccccc2)cc1	1.6	2.5	-0.7	-0.4	-1	12	8	-5	0	1
Cc1cc([N+](=O)[O-])nn1CC(=O)N/N=C/c1ccccc1O	1.4	-0.7	-0.8	-0.3	-10	-4	-11	2	-5	12
O=C(Cc1ccc(Br)cc1)N/N=C/c1ccc(-c2cccc(C(=O)O)c2)o1	2.5	-2.3	-0.7	-1.7	-6	-8	-4	4	3	9
O=C(NCc1ccc(OC(F)(F)F)cc1)C1CC(c2cccc(F)c2)=NO1 (stereo not given)	0.5	2.1	-4.3	1.2	2	-13	-2	-1	-15	20
Cc1ccc(S(=O)(=O)Nc2ccc(S(=O)(=O)Nc3ncccn3)cc2)cc1	1.8	-1.4	0.1	1.0	13	-3	6	3	-4	nt
COc1ccc(C(=O)COC(=O)CSCc2c(C)noc2C)cc1OC	3.0	3.4	-1.8	1.0	-22	nt	9	-3	-6	-2
Cc1nn(-c2ccccc2)c(C)c1CN	3.8	1.7	0.5	1.7	-5	19	9	2	-5	-1
Fc1ccc(CN2CCN(c3ncccn3)CC2)c(F)c1	-0.4	5.0	nt	0.2	-8	6	6	-4	2	-2
O=C(OCC(=O)N1CCc2ccccc2C1)c1cc(=O)[nH]c2ccccc12	0.9	-1.5	-2.5	-1.0	-15	2	8	0	1	7
CC(C)(C)c1cc(N)on1	4.9	1.6	-2.3	0.4	2	6	40	-1	-3	-1
COc1ccc(C(=O)NC2=C(C#N)CCC2)cc1OC	-1.3	1.3	-1.8	1.4	-4	10	nt	2	17	-2
COCCOC(=O)c1c(C)oc2ccc(NS(=O)(=O)c3ccc(C)cc3)cc12	1.5	-0.9	-3.3	0.3	-14	-32	-13	-3	1	4
Cc1c(C(=O)N2CCN(S(C)(=O)=O)CC2)oc2ccccc12	1.1	0.3	-1.1	1.0	-7	-2	1	2	-11	nt
C[C@@H]1CN([C@H](C)CO)C(=O)Cc2cc(NS(=O)(=O)c3cn(C)cn3)ccc2O[C@H]1CN(C)S(=O)(=O)c1ccc(Cl)cc1	1.5	2.7	-0.7	0.2	-7	1	-1	-3	-3	-1
COC(=O)C1=C(C)N(C)C(C)=C(C(=O)OC)C1c1ccc(Cl)cc1	2.5	3.3	-0.5	-1.6	-7	-4	-20	0	-1	nt
Cc1cc(NC(=O)CSc2n[nH]c(CC(C)C)n2)no1	0.6	0.1	-1.1	0.3	-11	-10	13	2	-3	nt
O=C(CCCOc1ccc(Cl)cc1Cl)N1CCc2ccccc2C1	0.9	-0.3	8.9	3.8	13	-15	-3	-8	14	nt
Cc1csc(=O)n1CCC(=O)OCC(=O)NNC(=O)c1ccc(Cl)cc1	1.0	nt	-1.8	nt	7	nt	nt	0	15	3
CCOc1ccc(NC(=O)C(=O)NCCN2CCN(C(=O)c3ccc(C)cc3)CC2)cc1	3.2	6.0	-0.3	0.2	-11	25	3	-2	0	-1
CCc1nnc(N/N=C/c2cc(Br)c(O)cc2O)n1N	1.0	6.5	-1.6	-0.7	-5	-8	0	0	-10	-1
O=C(N/N=C/c1ccc(N2CCOCC2)s1)c1ccc(NS(=O)(=O)c2cccs2)cc1	-0.2	-1.2	1.5	-2.7	-11	-8	-4	2	-7	4
O=C1CCCN1CCC(=O)N1CCCC(CO)(Cc2ccccc2)C1 (stereo not given)	2.2	2.9	0.1	-0.1	0	15	3	1	-1	32*
Cc1n[nH]c(C)c1CS(=O)(=O)c1ccccc1	4.7	1.4	0.2	-1.2	-16	14	9	1	-3	13
O=C(NCc1cccs1)C1CCCN1C(=O)Nc1ccccc1[N+](=O)[O-] (stereo not given)	1.1	7.4	0.5	1.6	2	-24	-5	-2	-8	-1
CCOc1ncccc1C(=O)Nc1nnc(C2CC2)s1	4.1	2.0	-1.1	2.6	-22	-4	-3	0	15	1
Cc1cc(/C=N/NC(=O)c2nn(C)cc2Cl)c(C)n1-c1cccc(Br)c1	0.7	1.3	-1.7	-1.2	6	12	nt	0	-1	-1

Two entries picked at random from the list so far, as already listed:
SMILES	phage Ecoli inh	AddAB inh	CAL PDZ inh	Ecoli viability	PvdQ inh	PfHsp90 set2	Rtt109 Vps75	DAGLB inh	Tat export inh	Wnt bcat act
CCOc1ccc(NC(=O)C(=O)NCCN2CCN(C(=O)c3ccc(C)cc3)CC2)cc1	3.2	6.0	-0.3	0.2	-11	25	3	-2	0	-1
O=C(N/N=C/c1ccc(N2CCOCC2)s1)c1ccc(NS(=O)(=O)c2cccs2)cc1	-0.2	-1.2	1.5	-2.7	-11	-8	-4	2	-7	4

Further compounds
SMILES	phage Ecoli inh	AddAB inh	CAL PDZ inh	Ecoli viability	PvdQ inh	PfHsp90 set2	Rtt109 Vps75	DAGLB inh	Tat export inh	Wnt bcat act
CC(=O)Nc1ccc(S(=O)(=O)N(C)CC(=O)OCCOc2cccc(C)c2)cc1	1.4	4.6	-1.5	1.3	-13	-14	5	1	2	-1
Cc1cccc(NC(=O)[C@@H]2CCCN2S(=O)(=O)c2ccc(Cl)cc2)c1	2.8	-1.7	-0.1	-2.2	-11	-17	7	1	3	-4
CC(C)(C)C(=O)NNc1nc(-c2ccccc2)c2cc(Br)ccc2n1	2.8	-0.6	-1.2	-1.3	-12	-19	26	-3	-5	nt
CCOCc1nc(N)[nH]c(=O)c1Cc1ccc(OC(C)C)cc1	2.4	3.5	nt	2.9	-1	-8	7	0	-3	nt
COC(=O)Nc1ccc(S(=O)(=O)Nc2ccc(C(=O)O)cc2)cc1	-1.0	-3.0	-0.1	-1.0	-14	3	-6	-3	2	-2
Oc1cc(-c2cccnc2)cc2cccnc12	0.8	-1.0	-1.6	-3.8	-2	-34	2	3	-6	-25
COCC(=O)N1CCC(Oc2ccc(C(=O)N3CCN(C)C[C@@H]3C(C)C)cc2)CC1	2.8	nt	-1.8	nt	-9	9	-17	1	8	-1
Cc1ccc(C(=O)CSC2=C(C#N)C(c3ccco3)CC(=O)N2)c(C)c1 (stereo not given)	-0.2	0.1	-0.7	1.3	-10	24	-24	0	11	nt
Cc1ccccc1CCNC(=O)Cn1nc(C)c2c(C)n(-c3ccccc3)nc2c1=O	0.9	1.4	-2.1	-0.6	-14	-16	-9	2	-2	-1
O=C(C1CCCC1)N1CCCC(Nc2ccc(F)cc2)C1 (stereo not given)	2.0	2.5	-2.1	2.0	-18	2	-21	-1	6	-1
CC1(C#N)c2ccccc2C(Br)=CN1C(=O)c1ccccc1 (stereo not given)	3.3	5.2	0.0	2.5	-15	10	3	-7	-4	-2
COc1ccc(Cc2nnc(NC(=O)CS(=O)(=O)c3ccccc3)s2)cc1OC	-3.0	3.0	-0.1	-2.9	-8	-51	-1	-1	-1	-1
COc1cc(NS(=O)(=O)c2ccc(NC(=S)NC(=O)c3ccco3)cc2)ncn1	5.7	7.8	-0.7	1.8	-5	3	-1	nt	3	-2
COc1ccccc1C(=O)COC(=O)c1ccc(N(C)C)cc1	3.9	0.2	0.0	-0.3	4	3	0	-6	8	?
CCCCn1c(SCC(=O)N2CCCCC2C)nc2cc(S(N)(=O)=O)ccc21 (stereo not given)	-0.9	2.7	-0.4	1.3	-8	-13	-6	-3	1	nt
O=C(O)/C=C/C(=O)Nc1ccc(SC(F)(F)F)cc1	4.0	1.0	0.0	1.5	-3	nt	-3	2	-3	-5
CCCCn1c(N)c(N(CCOC)C(=O)c2ccc(N3C(=O)c4ccccc4C3=O)cc2)c(=O)[nH]c1=O	2.6	nt	-1.7	nt	-3	6	3	-2	-2	-5
Cn1c(N)c(-c2nc3cccnc3n2C)sc1=S	5.1	1.3	0.2	1.4	-9	-10	-1	0	3	-1
